Tau FP inhib: qHTS for Inhibitors of Tau Fibril Formation, Fluorescence Polarization; Microtubule-associated protein tau (Homo sapiens), P10636; K18 P301L tau heparin fibrillization, Alexa594 FP, 6 h; Potency, µM (highest dose often 57.7 µM), without a hit: top-dose activity, negative = inhibition, most hits filed as inhibitors; 280,000 tested, 0.39% active; further: nearly all actives have a fitted effect of over 55% in size
Target sequence (P10636 561-689 P618L limits assumed): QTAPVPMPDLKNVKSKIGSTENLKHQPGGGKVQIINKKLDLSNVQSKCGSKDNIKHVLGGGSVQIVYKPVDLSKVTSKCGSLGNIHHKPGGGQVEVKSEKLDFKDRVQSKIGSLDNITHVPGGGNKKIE
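Read-out: fluorescence polarization of Alexa 594-labeled tau (0.24 uM), 555 nm excitation, 632 nm emission. Mixtures held 15 uM unlabeled K18 P301L, compound and 20 uM heparin, pH 7 acetate buffer, incubated 6 hr at 37 C.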
Tau fluor counter: Counterscreen qHTS for Inhibitors of Tau Fibril Formation, Fluorescence Polarization; tau K18 P301L Alexa594 fluorescence, heparin fibrillization; Potency, µM (titrated, usually from 57.7 µM), without a hit: at the highest dose activity change, negative = decrease; 280,000 tested, 0.93% active; AID 1463, 2008; further: nearly all actives have a fitted effect of over 55% in size
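Human tau K18 P301L (15 uM unlabeled, 0.24 uM Alexa 594-labeled) in 100 mM sodium acetate pH 7 with 20 uM heparin, 6 hr at 37 C. ThT 30 uM added, 1 hr ambient; Alexa 594 FP and total fluorescence read at 555/632 nm.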
TR SRC2 fluor cs: Total Fluorescence Counterscreen for Inhibitors of the Interaction of Thyroid Hormone Receptor and Steroid Receptor Coregulator 2; Potency, µM (series often up to 106 µM), for the others: top-dose fluorescence change, negative = quenching; AID 1479, 2009; 280,000 tested, 0.29% active; TRb/SRC2 Texas Red total fluorescence interference; active means well fitted curve in either direction with a large enough effect; inconclusive means small, poorly fitted or top-dose-only effect
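Human TRβ ligand-binding domain (0.6 uM) and Texas Red SRC2 peptide (20 nM) in Tris buffer with 1 uM T3 and 5% DMSO were incubated with pinned compound for 5 hr at ambient temperature. Total fluorescence was computed as S + 2P (555/632 nm).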
aGal spleen mod: qHTS Assay for Inhibitors and Activators of Human alpha-Galactosidase From Spleen Homogenate; Potency, µM (top dose mostly 80 µM), for inactives: at the top dose activity change, negative = inhibition, actives largely listed as inhibitors; 240,000 tested, 0.008% active; human spleen homogenate, 4MU-alpha-Gal fluorescence, 40 min;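 further: 0% = enzyme with vehicle and -100% = no enzyme basal signal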
Target sequence (P06280 32-429 limits assumed): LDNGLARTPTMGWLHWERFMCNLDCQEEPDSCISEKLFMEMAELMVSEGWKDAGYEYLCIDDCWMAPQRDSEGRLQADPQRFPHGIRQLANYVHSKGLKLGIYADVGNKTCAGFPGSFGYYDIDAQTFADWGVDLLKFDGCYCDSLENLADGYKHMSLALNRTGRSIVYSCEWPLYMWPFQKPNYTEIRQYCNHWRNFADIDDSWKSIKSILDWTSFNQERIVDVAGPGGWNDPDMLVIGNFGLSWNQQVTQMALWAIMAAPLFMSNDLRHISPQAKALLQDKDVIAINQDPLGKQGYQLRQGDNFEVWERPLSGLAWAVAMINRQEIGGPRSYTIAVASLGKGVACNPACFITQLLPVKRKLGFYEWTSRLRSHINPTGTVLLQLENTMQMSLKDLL
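qHTS titration in buffer at pH 5.0. Alpha-galactosidase activity in spleen homogenate was measured via 4-methylumbelliferone release from 1 mM fluorogenic substrate after 40 min at 37C and a pH 10 stop. AC50 came from Hill fits of control-normalized data.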
TRb-SRC2 inh: qHTS for Inhibitors of the Interaction of Thyroid Hormone Receptor and Steroid Receptor Coregulator 2; Thyroid hormone receptor beta (Homo sapiens), P10828; TRbeta-SRC2 peptide binding, fluorescence polarization; receptor liganded with 1 µM T3; Potency, µM (highest dose often 106 µM), without a hit: at the top dose activity change, negative = inhibition, actives largely listed as inhibitors; 280,000 tested, 0.065% active;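 further: plate controls were bound peptide for no effect and peptide without receptor for full effect; nearly all actives have a fitted effect of over 50% in size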
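Decrease in fluorescence polarization of 20 nM Texas Red SRC2 coactivator peptide flagged inhibition of its binding to 0.6 uM TRb LBD; 1 uM T3 included, incubation 5 hr, ex 555/em 632 nm.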
ALDH1A1 block: qHTS Assay for Inhibitors of Aldehyde Dehydrogenase 1 (ALDH1A1) | Aldehyde dehydrogenase 1A1 (Homo sapiens), P00352 | Purified ALDH1A1, NADH fluorescence, propionaldehyde substrate | Potency, µM (top dose mostly 75.3 µM), inactives show top-dose activity, negative = inhibition, actives largely listed as inhibitors | 220,000 tested, 7.3% active; active means well fitted inhibition curve with a large enough effect, not every such curve was filed as active; inconclusive means small, poorly fitted or top-dose-only effect, or another doubt; inactive means no such curve, though single readings can be large or run the other way;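 further: plate controls were no enzyme wells and a reference inhibitor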
Target sequence (P00352 whole entry, looked up): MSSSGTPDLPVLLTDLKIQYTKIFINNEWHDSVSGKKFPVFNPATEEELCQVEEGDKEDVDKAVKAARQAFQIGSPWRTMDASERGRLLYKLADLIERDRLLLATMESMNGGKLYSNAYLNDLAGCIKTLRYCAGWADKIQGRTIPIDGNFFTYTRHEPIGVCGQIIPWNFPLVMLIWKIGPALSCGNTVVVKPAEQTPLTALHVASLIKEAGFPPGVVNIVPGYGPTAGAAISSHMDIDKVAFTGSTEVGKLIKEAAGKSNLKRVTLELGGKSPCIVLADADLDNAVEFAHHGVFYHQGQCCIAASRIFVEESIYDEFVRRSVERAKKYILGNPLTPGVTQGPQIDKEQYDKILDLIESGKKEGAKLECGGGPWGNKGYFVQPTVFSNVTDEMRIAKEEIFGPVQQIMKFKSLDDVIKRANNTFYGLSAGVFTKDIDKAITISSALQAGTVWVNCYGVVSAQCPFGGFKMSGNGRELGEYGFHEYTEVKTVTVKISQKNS
L3MBTL1 block: qHTS Assay for the Inhibitors of L3MBTL1; Lethal(3)malignant brain tumor-like protein 1 (Homo sapiens), Q9Y468; AlphaScreen L3MBTL1–H3K9me1 peptide binding; Potency, µM (series often up to 57.1 µM), for the others: top-dose activity, negative = inhibition, actives largely listed as inhibitors; 230,000 tested, 0.66% active; AID 485360, 2010; further: nearly all actives have a fitted effect of over 60% in size
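AlphaScreen proximity signal between nickel-chelate acceptor and streptavidin donor beads (final 10 ug/mL) reports binding of 50 nM L3MBTL1 to 75 nM biotin-H3 K9me1 peptide; complex incubated with compounds 30 min at room temperature; cefsulodin titration as control.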
Tau fibril ThT: qHTS for Inhibitors of Tau Fibril Formation, Thioflavin T Binding; Microtubule-associated protein tau (Homo sapiens), P10636; recombinant tau K18 P301L, heparin-induced fibrillization, ThT fluorescence; Potency, µM (doses to about 57.4 µM), without a hit: at the highest dose activity, negative = inhibition, actives largely listed as inhibitors; 270,000 tested, 2.1% active; further: nearly all actives have a fitted effect of over 55% in size
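Fibril formation assay: tau K18 P301L at 15 uM with trace Alexa 594 label, heparin inducer 20 uM, pH 7 sodium acetate buffer, 37 C for 6 hr; endpoint ThT signal.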
Starred values were filed as active, the others as inactive; ? = inconclusive; . = not tested or not shown; [ ] = remark or other dose. Unless noted, the call rests on the fitted dose curve; in most records, active means well fitted curve in the direction sought with a large enough effect; inconclusive means small, poorly fitted or top-dose-only effect, or another doubt; inactive means no such curve, though single readings can be large; an effect the other way counts as inactive or inconclusive. Unless noted, on the % scale 0 is the no-effect control and ±100 the full control effect; potency means the concentration at half of the fitted maximal effect. Rows were taken by chance; about 8.5% have a hit in one of these screens.

entry	SMILES	Tau FP inhib	Tau fluor counter	TR SRC2 fluor cs	aGal spleen mod
1	Cc1ccc([N+](=O)[O-])cc1S(=O)(=O)NCc1cccnc1	10%	-16%	0%	1%
2	CC(NC(=O)c1ccc(N2Cc3ccccc3Oc3ncccc32)s1)c1ccccc1 (centres undefined)	-3%	-23%	0%	.
3	CCOc1ccc(-c2nnn(CC(=O)NCc3cccs3)n2)cc1	7%	5%	0%	2%
4	O=C(CCSc1nnc(-c2ccco2)o1)Nc1ccc(Cl)cc1	-7%	-12%	-3%	4%
5	CC(C)C[C@@H](/C=C/S(C)(=O)=O)NC(=O)[C@H](CC(C)C)NC(=O)[C@H](CC(C)C)NC(=O)OCc1ccccc1	-3%	-9%	0%	13%
6	O=S(=O)(Nc1c(F)cccc1F)c1ccc2c(c1)OCCO2	-6%	-3%	-20%	.
7	CC(C)CNC(=O)c1ccccc1Oc1ccccc1	5%	-11%	2%	8%
8	CCOc1ccc(-c2ccc(C=O)o2)c([N+](=O)[O-])c1	0%	-6%	-3%	10%

entry	TRb-SRC2 inh	ALDH1A1 block	L3MBTL1 block	Tau fibril ThT
1	4%	2%	8%	-14%
2	-1%	.	.	?
3	5%	-13%	2%	-1%
4	-2%	-4%	5%	?
5	-6%	?	.	-16%
6	1%	.	.	-6%
7	10%	6%	.	-6%
8	-3%	?	-14%	?

Entries 4–8 of the list above:
entry	SMILES	Tau FP inhib	Tau fluor counter	TR SRC2 fluor cs	aGal spleen mod
4	O=C(CCSc1nnc(-c2ccco2)o1)Nc1ccc(Cl)cc1	-7%	-12%	-3%	4%
5	CC(C)C[C@@H](/C=C/S(C)(=O)=O)NC(=O)[C@H](CC(C)C)NC(=O)[C@H](CC(C)C)NC(=O)OCc1ccccc1	-3%	-9%	0%	13%
6	O=S(=O)(Nc1c(F)cccc1F)c1ccc2c(c1)OCCO2	-6%	-3%	-20%	.
7	CC(C)CNC(=O)c1ccccc1Oc1ccccc1	5%	-11%	2%	8%
8	CCOc1ccc(-c2ccc(C=O)o2)c([N+](=O)[O-])c1	0%	-6%	-3%	10%

entry	TRb-SRC2 inh	ALDH1A1 block	L3MBTL1 block	Tau fibril ThT
4	-2%	-4%	5%	?
5	-6%	?	.	-16%
6	1%	.	.	-6%
7	10%	6%	.	-6%
8	-3%	?	-14%	?

Carrying on:
entry	SMILES	Tau FP inhib	Tau fluor counter	TR SRC2 fluor cs	aGal spleen mod
9	CCC(=O)OCc1cnc(C)c2oc(=O)c(C(=O)Nc3ccccc3C(F)(F)F)cc12	-3%	-24%	3%	.
10	COc1ccc(-n2cc(C(=O)Oc3cc(C)cc(C)c3)c3ccccc3c2=O)cc1	-2%	-4%	6%	.
11	COc1ccc(C2(CNC(=O)C(=O)Nc3ccc(C)cc3)CCOCC2)cc1	1%	-2%	-2%[53 µM]	6%
12	COCCNc1ccnc2c(Cl)cccc12	8%	-7%	-4%	1%
13	c1ccc(-c2nnc(-c3ccco3)o2)cc1	0%	-5%	2%	-4%
14	Cc1cc(Cl)ccc1C(=O)C1CCCN(C(=O)c2ccoc2)C1 (centres undefined)	5%	-2%	-7%	-5%
15	COC(=O)c1ccccc1NC(=S)N(Cc1ccc2c(c1)OCO2)Cc1cc2cc(OC)ccc2[nH]c1=O	?	-27%	-1%	-4%
16	CSc1nc2ccc(S(=O)(=O)N3CCOCC3)cc2s1	-4%	6%	-7%	-1%

entry	TRb-SRC2 inh	ALDH1A1 block	L3MBTL1 block	Tau fibril ThT
9	15%	.	.	-16%
10	-3%	.	.	0%
11	5%[53 µM]	3%	-9%	-3%
12	-9%	?	1%	-15%
13	-4%	?	.	-13%
14	0%	-3%	-4%	-8%
15	-9%	?	-14%	-3%
16	-3%	-5%	-2%[11.4 µM]	3%

The list goes on:
entry	SMILES	Tau FP inhib	Tau fluor counter	TR SRC2 fluor cs	aGal spleen mod
17	CCOc1ccc(CNC(=O)c2ccc(-c3nc(CS(=O)(=O)c4ccccc4)c(C)o3)cc2)cc1	-11%	6%	-1%	.
18	Cc1cc(C(F)(F)F)nc(SCc2ccc(C(=O)O)o2)n1	1%	0%	-9%	10%
19	O/N=C1/CCCSc2ccccc21	-1%	1%	-2%	7%
20	O=C(Nc1ccccc1C(F)(F)F)c1cc(S(=O)(=O)N2CCC3(CC2)OCCO3)ccc1F	-13%	-20%	0%	3%
21	COc1cc(NC(=O)Cn2nnc(-c3ccncc3)n2)cc(OC)c1	-2%	-18%	-1%	1%
22	O=C(/C=C/c1ccc2c(c1)OCO2)Nc1nncs1	?	-5%	1%	-1%
23	NC(=S)N=Nc1c(O)[nH]c2cc(F)c(F)cc12	1%	-16%	-15%	-17%
24	O=C(Nc1cc(S(=O)(=O)N2CCOCC2)ccc1N1CCOCC1)c1cn2ccccc2n1	-6%	-6%	-1%	4%

entry	TRb-SRC2 inh	ALDH1A1 block	L3MBTL1 block	Tau fibril ThT
17	-2%	.	.	?
18	-6%	?	?	-6%
19	-6%	14%	8%	-2%
20	-13%	?	1%	-9%
21	-1%	-5%	-3%	-12%
22	-2%	?	-1%	-1%
23	1%	1%	-7%	?
24	-12%	?	-8%	4%

(listing goes on)
entry	SMILES	Tau FP inhib	Tau fluor counter	TR SRC2 fluor cs	aGal spleen mod
25	CCN(CC)S(=O)(=O)c1ccc(N(C)C)c(NC(=O)C2CCCC2)c1	-3%	-3%	-1%	1%
26	Cc1cc(C(=O)Nc2ccccc2N2CCOCC2)ccc1[N+](=O)[O-]	10%	-10%	-1%	-1%
27	O=C(CCc1nnc(Cc2cccc(C(F)(F)F)c2)o1)NC1CC1	-2%	-12%	-4%	-3%
28	Cc1nn(C)c(C)c1C1Nc2ccccc2C(=O)N1O (centres undefined)	0%	3%	0%	7%
29	CC(C)CCNC(=S)Nc1ccc([N+](=O)[O-])cc1	?	?	0%	?
30	Cc1ccnc(NC(=O)CCC2CCCCC2)c1	-9%	-9%	1%	-19%
31	CCCn1c(=O)c2sccc2n2c(CCCC(=O)N3CCN(c4ccccc4)CC3)nnc12	3%	-9%	-1%	.
32	COc1ccccc1C1SCCN1S(C)(=O)=O (centres undefined)	1%	0%	4%	1%

entry	TRb-SRC2 inh	ALDH1A1 block	L3MBTL1 block	Tau fibril ThT
25	-3%	.	-3%	0%
26	-2%	?	-4%	-2%
27	6%	5%	-3%	-8%
28	5%	?	12%	5%
29	-5%	?	-8%	-13%
30	7%	-4%	9%	-12%
31	0%	.	.	-4%
32	3%	2%	3%	-3%

Following part
entry	SMILES	Tau FP inhib	Tau fluor counter	TR SRC2 fluor cs	aGal spleen mod
33	Cn1c(CCNC(=O)c2ccco2)nc2cc(NS(=O)(=O)c3ccccc3)ccc21	7%	5%	2%	0%
34	CC(C)COP(=O)(c1ccc(N(C)C)cc1)C(O)c1ccccn1 (centres undefined)	2%	-1%	-4%	1%
35	CC(C)n1c(CCCO)nc2ccccc21	13%	8%	2%	-1%
36	COc1ccc(C2N=C(N)N=C(N)N2c2ccccc2)cc1OC (centres undefined)	-16%	0%	-2%	6%
37	C=CCn1c2ccccc2c2nnc(SCN3C(=O)c4ccccc4C3=O)nc21	-7%	-20%	0%	3%
38	Cc1nn(C)cc1/C=N/NC(=O)c1sc2ccccc2c1Cl	1%	-17%	-8%	2%
39	O=C(O)/C=C/c1ccc(-n2ccnc2)cc1	-6%	5%	-1%	4%
40	Cc1cc(=O)[nH]c(N=N/C(=N/Nc2ccc(O)cc2)c2ccccc2)n1	10%	1%	2%	4%

entry	TRb-SRC2 inh	ALDH1A1 block	L3MBTL1 block	Tau fibril ThT
33	-2%	20µM*	.	-4%
34	-6%	?	-2%	-13%
35	-10%	6%	0%	3%
36	4%	-35%	-2%	9%
37	0%	28µM*	-10%	?
38	-5%	?	.	?
39	-5%	.	5%	-1%
40	6%	14µM*	.	-2%

The results go on:
entry	SMILES	Tau FP inhib	Tau fluor counter	TR SRC2 fluor cs	aGal spleen mod
41	CSc1ccc(S(=O)(=O)Nc2ccc(S(=O)(=O)Nc3ccc(C)cc3)cc2)cc1	?	?	-2%	-3%
42	COc1ccc(/C=N/NC(=O)c2cccc([N+](=O)[O-])c2)cc1OS(=O)(=O)c1ccccc1	-4%	14µM*[quencher]	-1%	-14%
43	C=CCn1c(SCc2ccccc2)nc2scc(-c3ccc(C)o3)c2c1=O	0%	-11%	1%	5%
44	C[C@@H]1CN(Cc2nc(-c3cnccn3)no2)C[C@H](C)O1	-2%	4%	-4%	7%
45	Cn1c(-c2ccc3c(c2)OCO3)cc(=O)c2ccccc21	-4%	8%	-2%	-4%
46	O=C(CCC1CCCC1)Nc1ccc(OCC(=O)N2CCOCC2)cc1	-7%	-8%	0%	-6%
47	COc1ccc(S(=O)(=O)N(CC(=O)O)c2ccc(C)cc2)cc1	-5%	-11%	-1%	0%
48	Cc1c(/C=N/NC(=O)C(NC(=O)c2ccc3c(c2)OCO3)C(C)C)c2ccccc2n1C (centres undefined)	?	?	-5%	-7%
49	C=C[C@](C)(O)CCC1C(=C)CCC2[C@@](C)(CO)CCC[C@@]12C (some centres undefined)	-3%	-10%	0%	4%

entry	TRb-SRC2 inh	ALDH1A1 block	L3MBTL1 block	Tau fibril ThT
41	1%	8.9µM*	.	14%
42	-2%	?	.	-13%
43	4%	?	-3%	-12%
44	0%	2%	13%	5%
45	6%	?	10%	6%
46	3%	-8%	5%	0%
47	-12%	5%	1%	-13%
48	-7%	-10%	0%	?
49	-2%	1%	.	-3%

Screening data as filed in PubChem BioAssay.
